ALOX15B inhib – qHTS Assay for Inhibitors of 15-hLO-2 (15-human lipoxygenase 2) | Polyunsaturated fatty acid lipoxygenase ALOX15B (Homo sapiens), O15296 | purified 15hLO-2, xylenol orange hydroperoxide absorbance | Potency, µM (series often up to 57.1 µM), without a hit: top-dose activity change, negative = inhibition, actives largely listed as inhibitors | actives 0.56% (n = 110,000) | AID 881, 2007; further: potency means the concentration at half of the fitted maximal effect; nearly all actives have a fitted effect of over 60% in size; many of its hits are not listed in these tables
Target sequence (O15296 whole entry, looked up): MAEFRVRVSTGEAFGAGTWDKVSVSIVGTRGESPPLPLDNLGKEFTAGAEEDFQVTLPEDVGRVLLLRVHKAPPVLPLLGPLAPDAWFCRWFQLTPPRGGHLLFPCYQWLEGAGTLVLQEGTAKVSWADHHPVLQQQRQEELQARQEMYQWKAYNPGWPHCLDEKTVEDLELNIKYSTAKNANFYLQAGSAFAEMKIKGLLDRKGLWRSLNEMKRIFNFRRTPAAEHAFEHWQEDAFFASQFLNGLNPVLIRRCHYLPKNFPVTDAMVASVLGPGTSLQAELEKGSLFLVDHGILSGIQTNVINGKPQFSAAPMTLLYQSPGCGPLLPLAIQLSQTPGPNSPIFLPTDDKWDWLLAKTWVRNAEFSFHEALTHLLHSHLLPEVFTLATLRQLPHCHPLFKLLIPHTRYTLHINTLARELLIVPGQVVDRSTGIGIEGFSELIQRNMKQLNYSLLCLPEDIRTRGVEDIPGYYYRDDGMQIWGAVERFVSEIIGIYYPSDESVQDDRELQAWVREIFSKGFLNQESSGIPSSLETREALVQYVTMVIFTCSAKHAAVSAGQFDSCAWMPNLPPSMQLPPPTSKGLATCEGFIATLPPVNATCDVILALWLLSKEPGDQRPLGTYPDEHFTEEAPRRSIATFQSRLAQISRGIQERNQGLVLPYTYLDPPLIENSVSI
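Purified human 15hLO-2 (50 nM final) preincubated with compounds 15 min at room temperature in 25 mM Hepes pH 7.5, 0.01% Triton X-100, then 45 uM arachidonic acid added for 90 min; hydroperoxide detected via ferrous/xylenol orange, 573/405 nm absorbance ratio.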
IMPase cell inh – qHTS Assay for Identifying the Cell-Membrane Permeable IMPase Inhibitors; Inositol monophosphatase 1 (Rattus norvegicus), P97697; CHO-M1 cells, IP1 accumulation, HTRF TR-FRET ratio; inhibition (IP1 accumulation), % at 46.1 µM; 120,000 tested, under 10 active; active means well fitted curve in the direction sought with a large enough effect in the signal ratio, not every such curve was filed as active; inconclusive means small, poorly fitted or top-dose-only effect, or a change in a side signal; inactive means no such curve, though single readings can be large or run the other way; the % refers to the signal ratio;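 further: cells stimulated with carbachol in lithium chloride buffer; plate controls were DMSO basal wells for no effect and reference inhibitor wells for full effect; higher means more IMPase inhibition seen as more IP1 and lower FRET ratio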
Target sequence (P97697 whole entry, looked up): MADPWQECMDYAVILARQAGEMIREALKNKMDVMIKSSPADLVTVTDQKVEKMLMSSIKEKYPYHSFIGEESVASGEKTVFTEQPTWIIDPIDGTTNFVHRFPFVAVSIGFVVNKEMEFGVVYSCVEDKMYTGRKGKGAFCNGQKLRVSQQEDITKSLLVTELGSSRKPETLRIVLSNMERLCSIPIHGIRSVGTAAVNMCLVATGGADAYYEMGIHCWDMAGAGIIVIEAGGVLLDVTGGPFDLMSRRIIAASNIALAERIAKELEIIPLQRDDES
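CHO-M1 cells (CHO stably expressing M1 receptor), compound up to 46 uM final, stimulated with carbachol (50 uM as added) in buffer with 50mM LiCl, pH 7.4, 30 min at 37C. Cytosolic IP1 read by TR-FRET; AC50 from Hill fits.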
ALOX12 inhib – qHTS Assay for Inhibitors of 12-hLO (12-human lipoxygenase). actives 0.12% (n = 150,000). Potency, µM (top dose mostly 57.1 µM), inactives show top-dose activity change, negative = inhibition, actives largely listed as inhibitors. AID 1452, 2008. purified 12-hLO, xylenol orange hydroperoxide absorbance; further: potency means the concentration at half of the fitted maximal effect; nearly all actives have a fitted effect of over 55% in size; many of its hits are not listed in these tables
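Purified human 12hLO (150 nM), preincubated 15 min with compound, then 40 uM arachidonic acid for 30 min, room temperature, Hepes pH 7.0 with 0.01% Triton X-100. Hydroperoxide detected by ferrous iron/xylenol orange; 573/405 nm absorbance ratio gives reaction progress.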
PNC assembly inh – High Content Assay for Compounds that inhibit the Assembly of the Perinucleolar Compartment | activity change (PNC), negative = inhibition, % at 10 µM | PC3M PTB-GFP, PNC prevalence imaging, 16 h; hits give low values | actives 3.1% (n = 140,000);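 active means readout at or below -70, meaning at least 70% loss of cells showing the perinucleolar compartment, a nuclear body marking cancer cells; inconclusive means readout between -30 and a set limit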;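 further: plate controls were DMSO wells for no effect and camptothecin positive control wells for full effect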
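Compounds are pinned in duplicate onto adhered PC3M cells stably expressing GFP-tagged PTB and incubated 16 h at 37 C. Cells are then fixed, nuclei stained with Hoechst, and PNC-positive cells counted.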
Active calls of the source: *; ? = inconclusive; . = not tested or not shown; [ ] = dose if it differs, or a comment. Unless noted, the call rests on the fitted dose curve; in most records, active means well fitted curve in the direction sought with a large enough effect; inconclusive means small, poorly fitted or top-dose-only effect, or another doubt; inactive means no such curve, though single readings can be large; an effect the other way counts as inactive or inconclusive. Unless noted, on the % scale 0 is the no-effect control and ±100 the full control effect.

SMILES	ALOX15B inhib	IMPase cell inh	ALOX12 inhib	PNC assembly inh
CCCn1c(=O)[nH]c(=O)c2c1nc(-c1ccc(OC(F)F)cc1)n2CCN1CCOCC1	1%	12	1%	32
O=C(NCc1ccccn1)c1cccc(NS(=O)(=O)c2cccc(Cl)c2)c1	.	.	-3%	-3
CC1CC(C)CN(S(=O)(=O)c2cc(C(=O)O)c(Cl)s2)C1 (stereo not drawn)	.	.	-1%	6
O=S(=O)(NCC1COc2ccccc2O1)c1ccc2ccccc2c1 (stereo not drawn)	.	.	-2%	22
COC(=O)c1c(NC(=O)COC(=O)[C@@H](NS(=O)(=O)c2cccc(Cl)c2)C(C)C)sc2c1CCC2	.	.	-1%	-11
CC1Cc2ccccc2N1C(=O)CSc1nnc(Cn2nnc3ccccc32)n1C (stereo not drawn)	1%	5	-5%	-13
Cc1ccc(C(C)C)c(OCc2nnc(SCC(=O)Nc3ncc(C)s3)n2C)c1	0%	-2	0%	16
CC1=C(C(N)=O)C(c2ccccn2)n2nc(SCc3ccccc3)nc2N1 (stereo not drawn)	.	-1	5%	65
CCC(C)Nc1c([N+](=O)[O-])cc(C)cc1[N+](=O)[O-] (stereo not drawn)	-10%	2	4%	24
O=c1c2c3c(sc2nc2n1CCCC2)CCCC3	.	-3	4%	-11
CN(C)c1ccc(/C=N/NC(=O)Cn2nnc3ccccc32)cc1	.	.	3%	?
CCc1ccc(Oc2coc3cc(OC(=O)c4cc5ccccc5oc4=O)ccc3c2=O)cc1	.	.	-1%	3
CC(=O)NC(CCS(C)(=O)=O)C(=O)Nc1ccc(F)cc1Cl (stereo not drawn)	18%	1	3%	55
Cc1cc(C)cc(Oc2nc3c(C)cccn3c(=O)c2/C=C(\C#N)C(=O)NC2CCS(=O)(=O)C2)c1 (stereo not drawn)	.	.	2%	6
CCOc1ccccc1C(=O)Nc1nncs1	0%	-3	2%	-20

Grouped by structure: those above with a Cl atom (4)
SMILES	ALOX15B inhib	IMPase cell inh	ALOX12 inhib	PNC assembly inh
O=C(NCc1ccccn1)c1cccc(NS(=O)(=O)c2cccc(Cl)c2)c1	.	.	-3%	-3
CC1CC(C)CN(S(=O)(=O)c2cc(C(=O)O)c(Cl)s2)C1 (stereo not drawn)	.	.	-1%	6
COC(=O)c1c(NC(=O)COC(=O)[C@@H](NS(=O)(=O)c2cccc(Cl)c2)C(C)C)sc2c1CCC2	.	.	-1%	-11
CC(=O)NC(CCS(C)(=O)=O)C(=O)Nc1ccc(F)cc1Cl (stereo not drawn)	18%	1	3%	55

New compounds follow
SMILES	ALOX15B inhib	IMPase cell inh	ALOX12 inhib	PNC assembly inh
O=C(CSc1nc2ccccc2s1)Nn1cnnc1	-9%	-10	3%	?
Cc1[nH]n(-c2ccccc2)c(=O)c1C(c1cccc([N+](=O)[O-])c1O)c1c(C)[nH]n(-c2ccccc2)c1=O	.	.	-23%	?
CC(C)c1ccc(C(=O)Nc2ccc(N3CCOCC3)cc2)cc1	.	.	-17%	-6
CC(=O)NC(CC(=O)Nc1ccc(S(=O)(=O)N2CCCCC2)cc1)c1ccccc1 (stereo not drawn)	-13%	-1	-1%	-1
Cc1cc(SCC(=O)NCCN2C(=O)CSC2=O)nc2c(C)cccc12	.	.	-1%	?
Cc1cccc(C)c1O	-1%	.	-6%	.
CCn1c(SCC(=O)NC(C)(C)C)nnc1-c1ccoc1C	.	9	2%	7
Cc1ccc2nc(NC(=O)c3ccc(Cl)s3)sc2c1	9%	-4	-7%	-7
c1ccc(C2=Nc3cccc4cccc(c34)N2)cc1	.	-8	1%	?
COc1cc(/C=C2/C(=N)N3OC(C)=CC3=NC2=O)ccc1OCCOc1ccc(C)cc1	-8%	2	-7%	-9
COc1ccccc1Cc1nc2ccccc2n1S(=O)(=O)c1ccc(Cl)cc1	.	.	2%	-3
O=C(O)CCCCCNCc1ccncc1	-6%	?	-6%	-26
CCC(C(=O)NCCC1=CCCCC1)c1ccccc1 (stereo not drawn)	.	10	0%	8
COc1cccc(-c2cc(C(F)(F)F)nc(-n3cncn3)n2)c1	10%	1	-4%	3
O=S(=O)(/N=C(\c1ccccc1)N1CCOCC1)c1ccc(Cl)cc1	.	-1	-3%	-11
CNC(=S)NNC(=O)COc1ccccc1C	-10%	-6	1%	-4
Cc1[nH]c2ccccc2c1C(=O)CN1CCC(C(N)=O)(N2CCCCC2)CC1	23%	8	-2%	-28
O=C(COc1ccc(Cl)cc1)NCCC1=CCCCC1	-2%	1	-11%	29
Oc1ccc(-c2csc(NCc3ccco3)n2)cc1	?	0	-18%	17
O=C(/C=C/c1ccccc1)c1ccoc1	1%	5	1%	?
Cc1ccccc1C(=O)N1CCc2cc(-c3nc(NC(=O)Cc4ccc5c(c4)OCO5)sc3C)ccc21	.	-3	6%	-9
Cc1ccc(C(=O)N/N=C2\CCSC2)cc1[N+](=O)[O-]	.	.	0%	24
NC(CCC(=O)NC(CCSC(CC(=O)O)C(=O)O)C(=O)NCC(=O)O)C(=O)O (stereo not drawn)	5%	.	-2%	.
COc1cc(OC)c(-c2nn3c(-c4ccncc4)nnc3s2)cc1OC	-10%	2	4%	-136*
CC1=NN(c2ccccc2)C(=O)C1C(=O)c1ccc(Cl)cc1 (stereo not drawn)	1%	-10	0%	24
CCn1nc(C)c(/C=N/NC(=O)c2ccc3c(c2)c(C)c(C)n3Cc2ccccc2)c1C	36%[activator]	5	-3%	-15
NS(=O)(=O)c1ccc(NC(=O)C2COc3ccccc3O2)cc1 (stereo not drawn)	3%	0	3%	-6
O=C(CCc1nc2ccccc2c(=O)[nH]1)OCc1ccccc1F	.	-10	-4%	?
CCc1nnc(NC(=O)C2Cc3ccccc3CN2S(=O)(=O)c2cccs2)s1 (stereo not drawn)	-19%	-8	1%	43
COc1cccc(C2NC(=O)NC(O)(C(F)(F)F)C2C(=O)c2cccnc2)c1OC (stereo not drawn)	-7%	-3	-5%	?
C=CCNC(=O)c1ccc2nc(-c3ccccc3)c(-c3ccccc3)nc2c1	-6%	19	-2%	50
O=c1cc(-c2ccco2)oc2ccc(Cl)cc12	-7%	-6	-2%	?
CC(C)n1nc(C(=O)NCCc2ccc(S(N)(=O)=O)cc2)c2ccccc2c1=O	2%	4	-2%	-18
COC(=O)CN(c1ccccc1C)S(C)(=O)=O	-5%	2	-5%	-11
O=C(COC(=O)[C@@H]1CC(O)CN1S(=O)(=O)c1ccccc1[N+](=O)[O-])Nc1ccc2ccccc2c1 (stereo partly drawn)	.	.	-2%	57
Cn1c(=O)cc(OCCCC(=O)NCc2ccc3c(c2)OCO3)c2ccccc21	1%	1	4%	1
Cc1occc1-c1nnc(SCC(=O)c2cc3ccccc3oc2=O)o1	-8%	-3	-15%	1
O=C(N/C(=C\c1ccco1)C(=O)N1CCCC1)c1cccs1	-2%	2	-7%	?
CN1CCC(=NNC(=O)C(=O)NCc2ccccc2)CC1	1%	4	3%	11
Cc1noc(C)c1C(=O)Nc1ccc(F)cc1F	-10%	1	4%	?
C=CCn1c(SCC(=O)NC(=O)NC2CCCC2)nnc1C1CCCCC1	.	16	-6%	18
Clc1cccc(-c2ccc(/C=N/n3cnnc3)o2)c1	0%	?	1%	19
COCCn1c(CN2CCC(Cc3ccccc3)CC2)nc2c1c(=O)n(C)c(=O)n2C	3%	2	1%	23
FC(F)(F)c1ccc(Oc2ccc3ccccc3c2Br)nc1	.	-7	-1%	?
CC1(C)C(N(O)C(=O)Nc2ccccc2)N(c2cccc(Cl)c2)C(=O)N1O (stereo not drawn)	-5%	6	-2%	-5

One compound at a time (already shown).
COC(=O)CN(c1ccccc1C)S(C)(=O)=O across the screens: ALOX15B inhib = -5%; IMPase cell inh = 2; ALOX12 inhib = -5%; PNC assembly inh = -11
C=CCn1c(SCC(=O)NC(=O)NC2CCCC2)nnc1C1CCCCC1 across the screens: ALOX15B inhib = .; IMPase cell inh = 16; ALOX12 inhib = -6%; PNC assembly inh = 18

Next part
SMILES	ALOX15B inhib	IMPase cell inh	ALOX12 inhib	PNC assembly inh
CC(C)Cn1c(=O)c2c(nc3n2CCCN3CCc2ccccc2)n(C)c1=O	-4%	5	3%	34
CC(C)(C)NC(=O)c1nc2nc(-c3ccccc3)cc(C(F)(F)F)n2n1	.	.	2%	1
Cc1cccc(N2CN(Cc3ccco3)CNC2=S)c1C	.	0	-6%	?
CC1=C(C(=O)Nc2ccccc2)C(c2ccc(C(C)C)cc2)N2C(=O)CSC2=N1 (stereo not drawn)	0%	5	-8%	32
CC(C)CNC(=S)NC(=O)c1ccc(Cl)cc1	.	.	?	?
Brc1cccc(-c2nnc3sc(CN4CCC5(CC4)OCCO5)cn23)c1	11%	6	-4%	-27
Cc1cc(C(=O)CN2C(=O)c3cccc(N)c3C2=O)c(C)n1Cc1cccs1	-5%	-9	-6%	-25
O=C(CCc1nc2ccccc2c(=O)[nH]1)Nc1ccc(F)cc1	.	.	2%	20
Cc1cccc(OCc2nc(C#N)c(NCc3ccc4c(c3)OCO4)o2)c1	-11%	19	-23%	-19
Cc1ccc(C)c(-n2nnnc2SCC(=O)Nc2c(C)n(C)n(-c3ccccc3)c2=O)c1	1%	2	0%	63
O=C(Cc1csc(Nc2nc(=S)[nH]c3ccccc23)n1)NCc1ccc(Cl)cc1	?	-5	1%	-4
O=C(CNC1=NCCC1)c1ccc2c(c1)OCCO2	0%	9	-2%	?
CCOc1ccc(Nc2nc3c(c(=O)[nH]2)CCC3)cc1	-5%	16	-12%	2
O=c1cc(-c2ccccc2)[nH]n1-c1nc2ccccc2[nH]1	26%	-5[9.22 µM]	-22%	-13
C=CCOc1ccc(C=Nc2ccc(Cl)cc2)c(O)c1	.	.	1%	37

Sorted by molecular weight (smallest number first): some entries from above.
SMILES	ALOX15B inhib	IMPase cell inh	ALOX12 inhib	PNC assembly inh
Cc1cc(C(=O)CN2C(=O)c3cccc(N)c3C2=O)c(C)n1Cc1cccs1	-5%	-9	-6%	-25
CC1=C(C(=O)Nc2ccccc2)C(c2ccc(C(C)C)cc2)N2C(=O)CSC2=N1 (stereo not drawn)	0%	5	-8%	32
Brc1cccc(-c2nnc3sc(CN4CCC5(CC4)OCCO5)cn23)c1	11%	6	-4%	-27

Further compounds
SMILES	ALOX15B inhib	IMPase cell inh	ALOX12 inhib	PNC assembly inh
Cc1ccc(C)c(NC(=S)NCc2ccc3[nH]c4c(c3c2)CCCC4)c1	.	.	?	-16
N=C1C(=O)OCC1c1ccccc1NC(=O)CN1CCOCC1 (stereo not drawn)	.	.	-2%	-10
O=C(NNc1nc2ccccc2s1)C1CC1	-1%	6	0%	13
COC(=O)NNC(=O)c1cccc(C)c1	-2%	?	-6%	?
CCOC(=O)N1CCN(c2nc(C)c3c(n2)CCCC3=O)CC1	2%	-3	1%	14
COc1ccc(C(O)(C(=O)NNc2ccc(C)cc2)c2cccs2)cc1 (stereo not drawn)	-24%	8	-11%	?
CCC(=O)N1CC2(CC(c3cccc([N+](=O)[O-])c3)=NO2)C[C@H]1C(=O)NCC(N)=O (stereo partly drawn)	-21%	1	2%	108
C=CCn1c(SCc2ccc(C#N)cc2)nnc1-c1ccccc1	-2%	1	4%	-3
COc1ccc(-c2csc(Cc3nnc(N4CCOCC4)n3-c3ccccc3)n2)cc1OC	-11%	7	4%	19
Cc1occc1C(=O)NCc1ccco1	.	.	-1%	-24

Compound activity from PubChem.

An excerpt. The share of hits here may be higher or lower than overall.
